FEN1 inh – qHTS Assay for the Inhibitors of Human Flap endonuclease 1 (FEN1) | Potency, µM (doses to about 114 µM), for the others: at the top dose activity change, negative = inhibition, actives largely listed as inhibitors | AID 588795, 2011 | 0.35% of 390,000 active | Recombinant FEN1 flap cleavage, fluorescence, 15 min | P39748; note: nearly all actives have a fitted effect of over 65% in size
Target sequence (P39748 whole entry, looked up): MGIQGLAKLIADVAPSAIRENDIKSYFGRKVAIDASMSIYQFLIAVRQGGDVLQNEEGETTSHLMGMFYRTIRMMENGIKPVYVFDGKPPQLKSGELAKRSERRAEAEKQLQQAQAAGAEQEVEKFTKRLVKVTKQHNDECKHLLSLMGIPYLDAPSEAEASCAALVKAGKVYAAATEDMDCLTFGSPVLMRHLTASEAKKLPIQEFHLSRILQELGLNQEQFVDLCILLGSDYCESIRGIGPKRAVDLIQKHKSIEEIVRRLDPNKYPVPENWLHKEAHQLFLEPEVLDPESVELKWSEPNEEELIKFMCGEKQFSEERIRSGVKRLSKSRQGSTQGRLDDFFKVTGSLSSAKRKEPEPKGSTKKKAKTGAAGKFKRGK
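Concentration–response screening of FEN1 (10 nM): 15 min compound preincubation at room temperature, reaction started with 50 nM substrate and read at 0 and 15 min. Corrected, normalized data were fitted by a four-parameter Hill equation.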
N370S GC – qHTS Assay for Inhibitors and Activators of N370S glucocerebrosidase as a Potential Chaperone Treatment of Gaucher Disease | Lysosomal acid glucosylceramidase (Homo sapiens), P04062 | N370S GC spleen homogenate, 4MU-glucoside fluorescence | Potency, µM (highest dose often 59.4 µM), without a hit: at the top dose activity change, negative = inhibition, hits mostly inhibitors | 0.092% of 330,000 active;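 note: 0% = full enzyme activity and -100% = no enzyme basal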
KAT2A inh – qHTS Assay for Inhibitors of GCN5L2 | GCN5L2 HAT assay, ThioGlo1 CoA-SH fluorescence | 0.21% of 390,000 active | Potency, µM (titrated, usually from 58.9 µM), inactives show at the top dose activity change, negative = inhibition, usual class: inhibitors | AID 504327, 2011
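Titration-based screen in which CoA formation is detected via maleimide probe ThioGlo1 (50uM) turning fluorescent on thiol reaction; substrates H3(1-25) 75uM and acetyl-CoA 70uM, GCN5L2 20nM, 20 min incubation at room temperature.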
The depositor's hits bear a star; ? = inconclusive; . = not tested or not shown; & = joins results of further samples; [ ] = dose if it differs, or a comment. Calls come from the whole dose curve; as a rule, active = well fitted curve in the direction sought with a large enough effect; inconclusive = small, poorly fitted or top-dose-only effect, or another doubt; inactive = no such curve, though single readings can be large; an effect the other way counts as inactive or inconclusive. Unless noted, % is set by controls: 0 for no effect and ±100 for the full control effect; potency is the fitted concentration of half-maximal effect.

Results follow in this order: FEN1 inh	N370S GC	KAT2A inh
1) O=C(O)C1CCCCC1C(=O)Nc1ccc(-c2ccccc2)cc1 (stereo not drawn)
    1%	-3%	-6%
2) O=C(O)COc1ccccc1/C=N/n1c(C2CCCCC2)n[nH]c1=S
    -14%	-2%	0%
3) O=c1n(Cc2ccc(F)cc2)nc2n1-c1ccccc1SC2
    -3%	-2%	1%
4) CCOC(=O)c1c(NC(=O)c2cccs2)sc(CC)c1-c1cccs1
    -21%	14%	-8%
5) COc1ccccc1-c1cc2nc(C)c(CCC(=O)NCCc3ccc(SC)cc3)c(C)n2n1
    -3%	.	-30%
6) O=C(CCSc1ccccc1)Nc1nc2c(s1)CCCC2
    -17%	21%	-12%
7) COc1cccc(C2=NS(=O)(=O)N(C)C(C(=O)Nc3ccccc3SC)=C2)c1
    0%	.	-8%
8) CS(=O)(=O)n1nc(OC(=O)c2cccc3ccccc23)cc1N
    -14%	-23%	-3%
9) C/C(=N/NC(=O)c1cc2ccccc2cc1O)C1C(=O)c2ccccc2C1=O
    50µM*	2%	-5%[0.501 µM]
10) COc1ccc2c(c1O)Cc1ccccc1C2=O
    -36%	-13%	2%
11) Cn1c(SC2=CS(=O)(=O)c3ccccc32)nc2ccccc21
    2%	-5%	-17%
12) CCOc1ccc(CCNC(=O)C2CCCN(S(=O)(=O)N(C)c3ccc(F)cc3)C2)cc1 (stereo not drawn)
    -5%	.	0%
13) Cc1ccc(N2C(=O)c3ccccc3C(C)(C)C2=O)cc1
    1%	1%	-11%
14) O=C(CCN1CCOCC1)Nc1c(-c2ccccc2)c2cc(Br)ccc2[nH]c1=O
    1%	30%	2%
15) COc1ccc(Cl)cc1NC(=O)c1nc(S(C)(=O)=O)ncc1N(Cc1ccc(C)cc1)Cc1ccco1
    7%	.	-13%
16) COc1cccc(CNC(=O)C2CCC(CNS(=O)(=O)c3cccs3)CC2)c1 (stereo not drawn)
    12%	.	-5%
17) COc1ccc(-c2onc(C)c2C)cc1S(=O)(=O)N1CCc2ccccc21
    1%	.	0%
18) Cc1ccc(NC(=O)CN2C(=O)C3C4C=CC(C4)C3C2=O)cc1S(=O)(=O)N(C)C (stereo not drawn)
    1%	-4%	-3%
19) COc1cc(C2Nc3ccccc3C(=O)N2c2ccccc2)c(Br)cc1OCC(=O)O (stereo not drawn)
    -1%	?	-15%
20) Cc1ccc(-n2c(SCC(=O)Nc3ccc4c5c(cccc35)CC4)nc(O)c(C)c2=O)cc1
    -3%	8%	0%
21) CC(C)(C)c1ccc(S(=O)(=O)N2CCC(NC(=O)c3ccco3)CC2)cc1
    -6%	-4%	-8%
22) Cc1oc2c(c1C(=O)NCCCC(=O)O)CCCC2
    2%	3%[12.8 µM]	-2%
23) Cc1oc(-c2ccccc2F)nc1Cn1c(SCc2cccc(Cl)c2)nc2ccncc21
    -2%	.	-9%
24) Cc1ccc(-n2c(SCC(=O)N3CCC(C)CC3)nc3c([nH]c4ccccc43)c2=O)cc1
    -4%	.	-7%
25) ClCc1nc2ccccc2n1Cc1ccccc1
    -8%	1%	0%
26) O=C(Nc1nnc(C2CC2)o1)c1ccc(S(=O)(=O)N2CCc3ccccc3C2)cc1
    11%	8%	-11%
27) O=C(CCCC(=O)OCC(=O)c1ccc(F)cc1)Nc1cc(C(F)(F)F)ccc1Cl
    5%	13%	2%
28) c1ccc2cc3[nH]c(CN4CCCCC4)nc3cc2c1
    9%	-1%	-1%
29) COc1ccc(CCNc2oc(-c3ccccc3OC)nc2C#N)cc1
    -17%	16%	-18%
30) NC(=S)Nc1ncc(CCN2CCOCC2)c(-c2ccc(F)cc2)n1
    -1%	2%	-4%
31) O=C(Nc1nccs1)C1CCCN(S(=O)(=O)c2cccc3cccnc23)C1 (stereo not drawn)
    -14%	16%	-2%
32) CCOC(=O)[C@H]1[C@H]2COc3ccc(OC)cc3[C@@H]2N2C(=O)c3ccc(Cl)cc3NC(=O)[C@@]12C
    7%	2%	-10%
33) COc1ccc(-n2nc(C(=O)NCC(=O)NCc3ccc(F)cc3)c3ccccc3c2=O)cc1
    -2%	?	-21%
34) CCOC(=O)c1cccc(NC(=O)/C=C/c2ccc3c(c2)OCO3)c1
    -18%	1%	-7%
35) CS(=O)(=O)Nc1cccc(-c2ccc3ncnc(Nc4ccccc4)c3c2)c1
    .	-4%	-21%
36) CC(C)OC(=O)CCC(=O)Nc1ccc(F)cc1
    6%	-3%	-2%
37) Cc1ccc([N+](=O)[O-])cc1S(=O)(=O)N1CCn2cccc2C1c1ccc(F)c(F)c1 (stereo not drawn)
    7%	.	-15%
38) CN1CCCN(c2ccc([N+](=O)[O-])cc2)CC1
    20%	-10%	?
39) Cn1c(=O)c2c(nc(N3CCOCC3)n2Cc2ccc(Br)cc2)n(C)c1=O
    -11%	.	-7%
40) CC1(OC(=O)CCc2ccccc2)C(=O)C=C2C=C(c3ccsc3)OC=C2C1=O (stereo not drawn)
    .	-8%&2%	24%
41) O=C(c1ccc(F)cc1F)N1CCN(c2n[nH]c(=O)[nH]c2=O)CC1
    -11%	6%	-4%
42) CCOC(=O)N1CCN(c2c(N3CCN(c4cc(C)ccc4C)CC3)c(=O)c2=O)CC1
    22%	24%	-9%
43) COc1ccc(NC(=O)CCNS(=O)(=O)c2ccc3c(c2)c(=O)n(C)c(=O)n3C)cc1OC
    -8%	-1%	-8%
44) COc1ccc(-n2nc3c(c2NC(=O)CCl)CSC3)cc1
    0%	-1%	-2%
45) COc1cc(Br)c(CCNC(=O)c2ccco2)cc1OC
    0%	-5%	-15%
46) Cc1ccc(NC(=O)CSc2nc(=O)n(CCN3CCOCC3)c3c2CCC3)c(C)c1
    -9%	.	-3%
47) OCCN1CCN(CC#CCn2c3ccccc3c3ccccc32)CC1
    -4%	-9%	-4%
48) COc1ccc(CCNC(=O)C2Cc3ccccc3C(=O)O2)cc1 (stereo not drawn)
    -2%	-23%	-9%
49) C=C(C)CN(CC)CCC(=O)Nc1ccc(OC)cc1OC
    -11%	3%	-13%
50) C/C(=N\O)c1ccc(Cl)c(Cl)c1
    -2%	4%	16%
51) CCN(C1CCCCC1)S(=O)(=O)c1ccc(S(=O)(=O)NCc2ccncc2)cc1
    -15%	-3%	-4%
52) C#Cc1ccc([C@@H]2C=C(C(=O)NCc3nc4ccccc4[nH]3)O[C@H](OCC)[C@H]2CCCO)cc1
    9%	-3%	-10%
53) Cc1c(C(=O)NCc2ccc(S(N)(=O)=O)cc2)oc2ccc(Cl)cc12
    -5%	7%	-7%
54) COc1ccc(C2C(C(=O)Nc3cc(C)on3)c3ccccc3C(=O)N2C)cc1 (stereo not drawn)
    -4%	2%	-7%
55) CCc1cc(=O)oc2c3c(cc(OCC(=O)NCc4ccccn4)c12)OC(C)(C)CC3
    -18%	?	-20%
56) Cc1cc(C)cc(NC(=O)CSCn2nnc3c(=O)[nH]c(Cc4ccc(F)cc4)nc32)c1
    ?	.	-13%
57) Cc1cc(OCCCCCN2CCCC2)ccc1Cl
    -11%	-15%	-4%
58) COC(=O)c1c(C)oc(C)c1S(=O)(=O)NCc1cccs1
    4%	3%	0%
59) O=C(NCCN1CCN(Cc2ccccc2)CC1)Nc1cc(Cl)cc(Cl)c1
    -11%	-13%	-8%
60) CN(Cc1ccccc1)S(=O)(=O)c1ccc(F)c(C(=O)Nc2ccccc2C(F)(F)F)c1
    -8%	.	-3%

Following part:
Results follow in this order: FEN1 inh	N370S GC	KAT2A inh
61) O=C(COC(=O)CCC(=O)c1ccc(F)cc1)NCc1ccco1
    16%	1%	-3%
62) O=C(NC1CCN(Cc2ccc3ccccc3c2)CC1)c1ccccc1
    8%	-3%	31%[activator]
63) CCCCNc1c(-c2ccc(SC3CCCCC3)c(OC)c2)nc2ccc(Cl)cn12
    -7%	-26%	-29%
64) O=c1oc2ccccc2c2nccnc12
    -7%	1%	-1%
65) COc1ccc(CC(=O)Nc2cccc(SC)c2)cc1OC
    -9%	4%	-3%
66) COc1ccc(C2Oc3ccccc3C3=C2C(c2cccs2)n2ncnc2N3)cc1 (stereo not drawn)
    -3%	-2%	-5%
67) CN(C)C(=S)Nc1cccc(-c2n[nH]c(=S)o2)c1
    -2%	-1%	-9%
68) NS(=O)(=O)c1ccc(CCNC(=O)c2ccc[nH]c2=S)cc1
    0%	-1%	25%
69) CCn1cc(S(=O)(=O)c2ccc(C)cc2C)c(=O)c2cc(F)c(N3CCCCC3)cc21
    -4%	.	-5%
70) COc1ccccc1N1CCN(Cc2nc(-c3ccc(F)cc3)oc2C)CC1
    -14%	-2%	-6%
71) COC(=O)CC1C(=O)NCCN1C(=O)CSc1nc2ccccc2o1 (stereo not drawn)
    -8%	-3%	0%
72) CC(=O)NN1C(=O)c2ccc3c4c(ccc(c24)C1=O)C(=O)N(NC(C)=O)C3=O
    -5%	-5%	-10%
73) COc1ccc(-c2ccc(SCc3ccccn3)nn2)cc1OC
    14%	-6%	-8%
74) CCOc1ccccc1NC(=O)N1CCCC1C(=O)Nc1ccc(NC(C)=O)cc1 (stereo not drawn)
    0%	2%	1%
75) COc1ccc(NC(=O)C2CCCN(c3cnccn3)C2)c(OC)c1 (stereo not drawn)
    0%&15%	?	0%&-3%
76) COc1ccc(NS(=O)(=O)c2ccc(NC(=O)c3cnn4c(C(F)F)cc(-c5ccc(C)cc5)nc34)cc2)cc1
    .	0%	-14%
77) COCCNC(=O)c1cc(-c2cccnc2)nc2ccc(Br)cc12
    -8%	17%	-5%
78) CC(C)(C)NC(=O)C(c1cccs1)N(C(=O)C(=O)NC1CCCC1)c1ccccc1F (stereo not drawn)
    11%	-3%	13%
79) Cc1ccnc(NC(=O)CCC(=O)N(CC(=O)NCc2ccccc2)c2ccc3c(c2)OCO3)c1
    -1%	-30%	1%
80) Cc1ccc2nc(-c3ccc(NC(=O)COc4ccc(Cl)c(C)c4)cc3)sc2c1
    -10%	.	-2%

Retrieved by compound from the list above, six records:
Results follow in this order: FEN1 inh	N370S GC	KAT2A inh
16) COc1cccc(CNC(=O)C2CCC(CNS(=O)(=O)c3cccs3)CC2)c1 (stereo not drawn)
    12%	.	-5%
17) COc1ccc(-c2onc(C)c2C)cc1S(=O)(=O)N1CCc2ccccc21
    1%	.	0%
48) COc1ccc(CCNC(=O)C2Cc3ccccc3C(=O)O2)cc1 (stereo not drawn)
    -2%	-23%	-9%
33) COc1ccc(-n2nc(C(=O)NCC(=O)NCc3ccc(F)cc3)c3ccccc3c2=O)cc1
    -2%	?	-21%
42) CCOC(=O)N1CCN(c2c(N3CCN(c4cc(C)ccc4C)CC3)c(=O)c2=O)CC1
    22%	24%	-9%
34) CCOC(=O)c1cccc(NC(=O)/C=C/c2ccc3c(c2)OCO3)c1
    -18%	1%	-7%

(further entries)
Results follow in this order: FEN1 inh	N370S GC	KAT2A inh
81) O=C(O)CCCc1nc(-c2ccccc2)no1
    -1%	6%	-21%
82) CC(C)(C)NS(=O)(=O)c1ccc2[nH]c3c(c2c1)CCCCC3
    -12%	-2%	1%
83) CCc1ccccc1N1C(=O)[C@@H]2Cc3ccccc3CN2C1=O
    -6%	9%	?
84) CC(C)(C)OC(=O)N1CCC(CNC(=O)c2ccc(F)cc2F)CC1
    11%	2%	-10%
85) O=C(Nc1ccc(-c2ccc3nncn3n2)cc1)C1CCCC1
    6%	2%	-4%
86) Cc1ccccc1C(=O)N1CCN(c2ccccn2)CC1
    -2%	1%	-8%
87) CC(Sc1cn(CCNC(=O)c2ccccc2F)c2ccccc12)c1ccccc1 (stereo not drawn)
    -23%	.	-12%
88) COc1ccc(-n2nc(C(N)=O)nc2-c2ccccc2)cc1
    6%	-6%	-6%
89) Cc1cccc2[nH]c(CN(C)Cc3nc(CC4CC4)no3)nc12
    4%	-7%	-8%
90) Cc1cccc(OCC(=O)OCc2cc(=O)n3nc(-c4cccs4)sc3n2)c1
    9%	.	-8%
91) Cc1ccc(C)c(NC(=S)N2CCCC2)c1
    1%	-4%	-4%

An excerpt of these results, as a markdown table.
| no. | smiles | FEN1 inh | N370S GC | KAT2A inh |
| --- | --- | --- | --- | --- |
| 90 | Cc1cccc(OCC(=O)OCc2cc(=O)n3nc(-c4cccs4)sc3n2)c1 | 9% | . | -8% |
| 85 | O=C(Nc1ccc(-c2ccc3nncn3n2)cc1)C1CCCC1 | 6% | 2% | -4% |
| 88 | COc1ccc(-n2nc(C(N)=O)nc2-c2ccccc2)cc1 | 6% | -6% | -6% |

A portion of the results above, as a working copy:
Results follow in this order: FEN1 inh	N370S GC	KAT2A inh
87) CC(Sc1cn(CCNC(=O)c2ccccc2F)c2ccccc12)c1ccccc1 (stereo not drawn)
    -23%	.	-12%
88) COc1ccc(-n2nc(C(N)=O)nc2-c2ccccc2)cc1
    6%	-6%	-6%
89) Cc1cccc2[nH]c(CN(C)Cc3nc(CC4CC4)no3)nc12
    4%	-7%	-8%
90) Cc1cccc(OCC(=O)OCc2cc(=O)n3nc(-c4cccs4)sc3n2)c1
    9%	.	-8%
91) Cc1ccc(C)c(NC(=S)N2CCCC2)c1
    1%	-4%	-4%

These rows are one share of the data, so the mix of outcomes need not match the whole.
